Vif-A3F inh = blocks the Vif interaction with APOBEC3F; HeLa A3F-eYFP + Vif (tagged APOBEC3F with the HIV-1 protein that degrades it), YFP fluorescence increase; Potency, µM (series often up to 46.1 µM), for inactives: at the top dose activity, negative = active; actives 0.2% (n = 390,000); AID 602313; further: potency means the concentration at half of the fitted maximal effect; % of control where 0% means no effect; nearly all actives have a fitted effect of over 65% in size
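HeLa cells stably expressing A3F-eYFP plus Vif, plated and incubated overnight at 37 deg C, then exposed to compounds overnight at 37 deg C. Blocked degradation read as raised yellow fluorescence (Ex 488/Em 500-530).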
Vif-A3G inh = blocks the Vif interaction with human APOBEC3G; Q9HC16; HeLa A3G-eYFP + Vif (tagged APOBEC3G with the HIV-1 protein that degrades it), YFP fluorescence, overnight; Potency, µM (titrated, usually from 46.1 µM), for the others: at the highest dose activity, negative = active, hits mostly inhibitors; actives 0.076% (n = 410,000); AID 602310;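 further: potency means the concentration at half of the fitted maximal effect; on the % scale 0 is the no-effect control and ±100 the full control effect; nearly all actives have a fitted effect of over 60% in size; hits raise eYFP signal because A3G escapes Vif-driven loss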
Target sequence (Q9HC16 whole entry, looked up): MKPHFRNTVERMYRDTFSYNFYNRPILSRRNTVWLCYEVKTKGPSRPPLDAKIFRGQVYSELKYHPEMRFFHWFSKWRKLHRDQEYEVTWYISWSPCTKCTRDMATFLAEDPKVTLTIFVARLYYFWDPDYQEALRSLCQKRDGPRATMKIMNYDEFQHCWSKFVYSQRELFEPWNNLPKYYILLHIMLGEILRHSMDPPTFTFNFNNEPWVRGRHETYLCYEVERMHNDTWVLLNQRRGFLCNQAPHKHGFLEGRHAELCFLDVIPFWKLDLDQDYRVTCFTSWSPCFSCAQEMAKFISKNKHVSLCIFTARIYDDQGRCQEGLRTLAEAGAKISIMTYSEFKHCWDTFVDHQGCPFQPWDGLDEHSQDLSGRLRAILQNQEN
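Read-out is eYFP fluorescence (Ex 488/Em 500-530) from Vif-expressing HeLa A3G-eYFP cells; more signal means A3G escaped Vif-mediated degradation. Cells plated overnight, compound pinned in, incubated overnight at 37 deg C.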
mIDH1 inhibitor = blocks human mutant IDH1 R132H enzyme; actives 0.093% (n = 390,000); IDH1-R132H enzyme, NADPH consumption, diaphorase/resazurin fluorescence; Potency, µM (series often up to 76.6 µM), without a hit: at the highest dose activity change, negative = inhibition, usual class: inhibitors; O75874; further: potency means the concentration at half of the fitted maximal effect; on the % scale 0 is the no-effect control and ±100 the full control effect; nearly all actives have a fitted effect of over 65% in size
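IDH1-R132H (0.5 ug/mL) preincubated 30 min with compound, then NADPH (0.016 mM) and alpha-KG (2 mM) added; 80 min at RT, pH 7.5. Remaining NADPH coupled via diaphorase/resazurin to fluorescence (540/590 nm); concentration-response curves normalized to no-enzyme control.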
GRP78 ERSR act = ER stress response induction in glioma | actives 0.02% (n = 420,000) | Potency, µM, inactives show at the top dose activation, most hits filed as activators | U87-MG GRP78 promoter luciferase reporter, 16 h | AID 602332; further: potency means the concentration at half of the fitted maximal effect; series mostly up to about 76 µM; % of control where 0% means no effect; nearly all actives have a fitted effect of over 35% in size
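Stably transfected U87-MG glioma cells carrying a GRP78-based luciferase sensor; 16 h compound incubation. Luminescence end-point read 10 min after Bright-Glo addition at room temperature.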
RXFP1 ag = RXFP1 (human) receptor agonism; Q9HBX9; HEK293T-RXFP1 cAMP TR-FRET, 30 min; response scale: percent of porcine relaxin response, buffer zero; Potency, µM (titrated, usually from 57.5 µM), without a hit: top-dose activation, usual class: activators; actives 0.3% (n = 370,000); further: potency means the concentration at half of the fitted maximal effect; on the % scale 0 is the no-effect control and ±100 the full control effect; nearly all actives have a fitted effect of over 60% in size; many of its hits are not listed in these tables
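cAMP rise read by TR-FRET after 30 min, 37C compound exposure (up to 58 uM) in RXFP1-transfected HEK293 cells with Ro 20174 present. EC50 from Hill-equation fits, with 29 nM porcine relaxin as 100% and buffer as basal.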
USP1 inh = blocks the human USP1/UAF1 deubiquitinase complex; O94782; recombinant USP1/UAF1, Ub-Rhodamine cleavage fluorescence; Potency, µM (highest dose often 57.1 µM), for inactives: at the top dose activity change, negative = inhibition, most hits filed as inhibitors; actives 0.23% (n = 390,000); AID 743255; further: potency means the concentration at half of the fitted maximal effect; on the % scale 0 is the no-effect control and ±100 the full control effect; nearly all actives have a fitted effect of over 60% in size; inactives centre near -12
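High-throughput fluorogenic screen: 1nM USP1/UAF1 complex, Ub-Rho substrate 150nM final, 50mM HEPES pH 7.8 with 0.5mM EDTA, 0.1 mg/ml BSA, 1mM TCEP and 0.01% Tween-20.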
PI4K2A inh = inhibitors of human PI4K2A; Q9BTU6; actives 0.13% (n = 420,000); activity change, negative = inhibition, % at 76.9 µM; purified PI4K2A, ADP-Glo luminescence, 1 h; hits give low values; in the data active means activity change below about -50%; inconclusive means mostly about -30% to -49%;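 further: -100% = wells without enzyme as full effect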
Target sequence (Q9BTU6 whole entry, looked up): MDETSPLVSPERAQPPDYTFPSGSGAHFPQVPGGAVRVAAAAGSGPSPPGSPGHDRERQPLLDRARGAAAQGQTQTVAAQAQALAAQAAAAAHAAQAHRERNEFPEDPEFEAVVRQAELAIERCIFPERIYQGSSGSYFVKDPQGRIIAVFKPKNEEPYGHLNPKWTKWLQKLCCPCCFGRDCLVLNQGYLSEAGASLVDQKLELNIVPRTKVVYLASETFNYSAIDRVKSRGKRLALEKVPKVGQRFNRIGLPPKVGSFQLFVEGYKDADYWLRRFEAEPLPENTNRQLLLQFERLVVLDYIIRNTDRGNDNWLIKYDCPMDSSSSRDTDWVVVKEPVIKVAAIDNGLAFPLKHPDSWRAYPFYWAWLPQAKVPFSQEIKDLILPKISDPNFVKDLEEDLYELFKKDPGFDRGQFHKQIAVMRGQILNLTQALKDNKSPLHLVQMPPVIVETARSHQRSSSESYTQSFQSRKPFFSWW
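PI4K2A activity was measured by ADP-Glo luminescence: enzyme (4 ug/mL stock) and phosphatidylinositol (1.2 mM stock) in Tris pH 7.5/MgCl2/EGTA/Triton X-100 buffer were reacted with ATP (300 microM stock) for one hour at ambient temperature.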
TrxR1 substrate = is turned over as a substrate by rat TrxR1. O89049. actives 0.01% (n = 390,000). Potency, µM (series often up to 114 µM), for the others: at the highest dose activity change, negative = substrate turnover. purified TrxR1 substrate turnover, NADPH consumption readout; further: potency means the concentration at half of the fitted maximal effect; on the % scale 0 is the no-effect control and ±100 the full control effect; nearly all actives have a fitted effect of over 50% in size
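Rat TrxR1, dispensed at 90 nM, was prereduced with 400 uM NADPH (final) for 5 min at ~22 deg C, then incubated with compound 15 min before 400 uM selenite. A first-read NADPH fluorescence drop versus no-compound background flagged substrates.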
LDHA block = LDHA (human) enzyme inhibition. purified LDHA, NADH/diaphorase-resazurin fluorescence; hits give low values. activity change, % (values are at about 110 or 230 µM). actives 0.15% (n = 480,000). AID 1347041. P00338; in the data active means activity change below about -30%; inconclusive means mostly about -25% to -30%;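 further: plate controls were DMSO wells for no effect and wells without enzyme for full effect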
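Resorufin fluorescence (ex540/em590), read at 0 and 20 min after diaphorase/resazurin addition, reports the NADH left after a 5 min room-temperature reaction of 2 nM human LDH5 with 0.06 mM NADH and 0.2 mM pyruvate.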
Active calls of the source: *; u = inconclusive; x = no result given; [ ] = another dose, or the depositor's remark. Unless noted, the call rests on the fitted dose curve; in most records, active means well fitted curve in the direction sought with a large enough effect; inconclusive means small, poorly fitted or top-dose-only effect, or another doubt; inactive means no such curve, though single readings can be large; an effect the other way counts as inactive or inconclusive. Only part of the results is shown; the hit share may differ from the screen's.

SMILES | Vif-A3F inh | Vif-A3G inh | mIDH1 inhibitor | GRP78 ERSR act | RXFP1 ag | USP1 inh | PI4K2A inh | TrxR1 substrate | LDHA block
COc1ccc(CCN(/C=C2\Sc3ccccc3C2=O)C(C)=O)cc1OC | -8% | -9% | -2% | -7% | -0.4% | -8% | -3 | 2% | -1
CC(=O)c1cccc(NC(=O)/C(=C\c2ccco2)NC(=O)c2cccs2)c1 | 8% | 0% | 15% | -7% | 2.3% | 0% | -4 | -7% | -13
CC(=O)N1CCN(Cc2nc(-c3cccc(Cl)c3)no2)CC1 | -2% | 1% | -10% | 2% | 0.4% | -2% | 0 | 0% | -5
COc1ccc(N2CCN(C(c3cccs3)C(C)NS(=O)(=O)c3ccccc3)CC2)cc1 (stereo not drawn) | -1% | 4% | 4% | -6% | 1.9% | -19% | 3 | 0% | -2
CCC(C)N(C(=O)c1csnn1)C(C(=O)NCc1ccc(F)cc1)c1ccco1 (stereo not drawn) | 0% | -7% | 7% | -3% | 0.0% | -12% | 5 | 5%[57.1 µM] | -1
O=C(COC(=O)c1ccc[nH]c1=O)Nc1cc(S(=O)(=O)N2CCCCCC2)ccc1Cl | 8% | -1% | 5% | -4% | -0.2% | -7% | -1 | 5% | -4
COc1ccc(C(=O)CN2C(=O)c3ccccc3S2(=O)=O)cc1Br | -3% | -6% | 1% | -11% | 5.6% | -4% | 6 | -13% | -4
Cc1ccc(-c2csc3nc4cc(C(=O)NC5CCC(O)CC5)ccc4c(=O)n23)cc1 (stereo not drawn) | -6% | -5% | 0% | -2% | u | 6% | -22 | 20% | 10
O=C(NCCN1CCOCC1)c1cccc(Cl)c1 | -6% | -3% | 6% | -1% | 0.0% | -11% | -7 | 14% | -3
COc1cccc(CN2CC(C(=O)NC3CCCCCC3)CCC2=O)c1 (stereo not drawn) | -10% | -1% | -3% | -2% | 1.2% | -11% | 4 | 2% | -7
O=[N+]([O-])c1cccnc1NCc1cccs1 | -6% | -9% | 40%[activator] | -1% | -0.5% | -8% | 2 | -1% | 0
N#CCCN(Cc1cccnc1)C(=S)NC(=O)c1ccccc1 | 1% | 3% | 5% | -4% | x | -15% | -3 | -10% | 0
O=C(NCCN1CCOCC1)c1ccc(Cl)c(S(=O)(=O)N2CCCCC2)c1 | 4% | -1% | 11% | -5% | 0.5% | -2% | 1 | 0% | -6
COc1ccc(CN(C)C(=O)c2[nH]c(C)c(C(C)=O)c2C)cc1F | 9% | -5% | 8% | -1% | 2.7% | -6% | 3 | 1% | -2
O=C(/C=C/c1cccc([N+](=O)[O-])c1)N1CCN(Cc2ccccc2)CC1 | -8% | 2% | 5% | 6% | -1.1% | -7% | -2 | 0% | 1
COCCNC(=O)C1CCC(Cn2c(=S)[nH]c3ccccc3c2=O)CC1 (stereo not drawn) | x | 2% | 14% | -2% | 1.7% | 0% | 2 | 2% | 3
O=C(CSc1nc2ccsc2c(=O)n1Cc1ccccc1F)NCc1ccccc1 | 1% | 5% | -2% | -4% | 3.9% | -12% | 1 | -3%[57.1 µM] | 3
Clc1cccc(Cc2c(C3CCCCC3)nc3ccc(Br)cn23)c1 | x | -6% | x | -2% | x | x | -3 | x | -3
COc1cccc(/C=C/C(=O)c2ccc(NS(=O)(=O)c3ccc(C)cc3)cc2)c1 | 9% | -15% | -4% | -11% | 3.5% | -6% | 11 | -15% | -7
COC(=O)c1cc(C(=O)Nc2cc(C)ccn2)cc([N+](=O)[O-])c1 | -6% | 2% | -3% | 0% | 2.9% | 1% | -8 | -9% | 2
CCCCn1c(N)c(N(CCOC)C(=O)CCNC(=O)NC23CC4CC(CC(C4)C2)C3)c(=O)[nH]c1=O | 6% | 1% | 5% | 0% | x | -7% | -5 | 4% | -1
O=C(/C=C/c1ccccc1)Nc1cc(-c2nc3cc(Cl)ccc3o2)ccc1Cl | -2% | -1% | 4% | 3% | -2.8% | -11% | -1 | 8% | -3
Cc1ccc(S(=O)(=O)c2cnc(SCC(=O)Nc3cccc(Cl)c3)nc2N)cc1C | 2% | 4% | 9% | -5% | -3.1% | u | 2 | 7% | 5
Cc1cc([N+](=O)[O-])cnc1N1CCOCC1 | 6% | -9% | 0% | -4% | 2.7% | -2% | -20 | -7% | -4
CN(C)/C=C/C(=O)/C=C/c1ccc(Cl)cc1Cl | -2% | -3% | 7% | 5% | 1.4% | -12% | 3 | -18%[57.1 µM] | 1
NC(=O)c1cc2ccncc2c2ccccc12 | -7% | 4% | -12% | -4% | 18% | -8% | 2 | 10%[57.1 µM] | -13
Cc1ccccc1NC(=S)NCc1ccc(Cl)cc1 | 3% | -1% | 4% | -5% | 1.1% | -6% | 3 | 11%[57.1 µM] | -1
COc1ccc2c(Cl)c(C(=O)N/N=C/c3ccncc3)sc2c1 | u | -3% | 1% | -4% | -0.1% | -7% | -26 | 9% | -5
O=C(CCSc1nc(-c2ccco2)cc(C(F)(F)F)n1)NCCc1ccccc1 | x | -13% | 10% | -4% | 2.3% | -4% | 0 | 2% | -8
CS(=O)(=O)c1cccc(C(=O)NCc2ccc(F)cc2)c1 | x | -2% | 1% | -4% | 2.4% | -9% | 1 | 0% | -2

Reformatted with each value named: 3 of the compounds above.
smiles: Clc1cccc(Cc2c(C3CCCCC3)nc3ccc(Br)cn23)c1
  Vif-A3F inh: x
  Vif-A3G inh: -6%
  mIDH1 inhibitor: x
  GRP78 ERSR act: -2%
  RXFP1 ag: x
  USP1 inh: x
  PI4K2A inh: -3
  TrxR1 substrate: x
  LDHA block: -3

smiles: COc1cccc(/C=C/C(=O)c2ccc(NS(=O)(=O)c3ccc(C)cc3)cc2)c1
  Vif-A3F inh: 9%
  Vif-A3G inh: -15%
  mIDH1 inhibitor: -4%
  GRP78 ERSR act: -11%
  RXFP1 ag: 3.5%
  USP1 inh: -6%
  PI4K2A inh: 11
  TrxR1 substrate: -15%
  LDHA block: -7

smiles: COC(=O)c1cc(C(=O)Nc2cc(C)ccn2)cc([N+](=O)[O-])c1
  Vif-A3F inh: -6%
  Vif-A3G inh: 2%
  mIDH1 inhibitor: -3%
  GRP78 ERSR act: 0%
  RXFP1 ag: 2.9%
  USP1 inh: 1%
  PI4K2A inh: -8
  TrxR1 substrate: -9%
  LDHA block: 2

Next part.
SMILES | Vif-A3F inh | Vif-A3G inh | mIDH1 inhibitor | GRP78 ERSR act | RXFP1 ag | USP1 inh | PI4K2A inh | TrxR1 substrate | LDHA block
Cc1ccc(NC(=O)C2CCN(S(=O)(=O)c3ccc4c(c3)NC(=O)C(C)S4)CC2)c(C)c1 (stereo not drawn) | 4% | 2% | -10% | -2% | 0.9% | -3% | -3 | 3% | 0
O=C(c1ccco1)N(Cc1cccc(Cl)c1)C1CCS(=O)(=O)C1 (stereo not drawn) | -12% | -2% | 0% | -6% | -1.4% | -13% | 2 | 3% | -1
CC(C)C1C(C#N)=C(N)Oc2n[nH]c(-c3ccccc3)c21 (stereo not drawn) | -13% | -3% | 5% | -3% | -1.0% | -17% | -6 | -9% | -1
O=C(NC(=O)N1CCN(C(c2ccccc2)c2ccccc2)CC1)c1ccccc1 | 1% | -1% | -4% | -4% | -0.2% | -23% | 0 | -2% | -8
Cc1ccccc1NC(=O)Nc1nnc(CC(=O)NCc2ccccc2)s1 | 0% | -1% | -1% | -3% | 0.3% | -4% | 3 | 16% | -5
COCCCNC(=O)Cn1c(=O)n(Cc2ccccc2Cl)c(=O)c2cc(OC)c(OC)cc21 | -4% | 4% | 0% | -2% | 8.0% | -18% | 6 | 1% | -2
COc1ccc(N2CC(C(=O)N[C@@H](CC(C)C)C(=O)NC3CCCC3)CC2=O)cc1 (stereo partly drawn) | -9% | -1% | -16% | 0% | 0.7% | -19% | 1 | 6% | -1
COc1ccc(OC)c(C(c2nnnn2CC2CCCO2)N2CCN(C3CCCC3)CC2)c1 (stereo not drawn) | -1% | 3% | 2% | -2% | -0.1% | -3% | -5 | 15%[57.1 µM] | 1
COCc1cccc(-c2csc(C(C)(O)c3ccccc3)n2)c1 (stereo not drawn) | x | -3% | x | 3% | x | x | 0 | x | 0
O=C(CNC(=O)c1ccccc1)OCc1cccc(Br)c1 | -5% | -1% | 5% | -5% | 0.8% | -14% | 1 | 0%[57.1 µM] | -10
CCOc1ccccc1N1CC(c2nc3ccccc3n2CCOc2ccccc2)CC1=O (stereo not drawn) | 5% | -3% | -12% | 0% | 0.0% | -11% | -2 | -2% | -9
CCN(CC(=O)Nc1cccc(OC)c1)C(=O)c1ccncc1 | 2% | 2% | 1% | -1% | 0.2% | u | 1 | -3% | -4
CC1=C(C(=O)OCC2CCCCC2)C(c2ccccc2F)NC(=O)N1 (stereo not drawn) | 3% | 4% | -2% | 0% | x | -18% | -3 | 3%[57.1 µM] | -10
CC(C)CC(=O)Nc1nnc(SCC(=O)NCc2ccco2)s1 | -8% | 0% | 2% | -3% | 1.6% | -10% | 1 | 2%[57.1 µM] | -6
O=C(c1ccco1)N1CCN(S(=O)(=O)/C=C/c2ccccc2)CC1 | -13% | -3% | -5% | -3% | -0.8% | -18% | 3 | 11% | -1
COc1cnn(-c2cccc(Cl)c2)c(=O)c1Cl | -7% | 0% | -6% | -1% | x | -9% | 0 | -1% | 0
O=C(CNS(=O)(=O)c1ccccc1)Nc1ccc(F)cc1F | -17% | -1% | 4% | -2% | -2.8% | -26% | -6 | 9% | 0

Screens from PubChem BioAssay.
